# Compound activity deposited in PubChem by The Scripps Research Institute Molecular Screening Center.
# OX1R antag-1: OX1R (HCRTR1) antagonists, primary screen, fluorescence, CHO/OX1R cells, Fluo-8 calcium, orexin A; Orexin/Hypocretin receptor type 1 (Homo sapiens), O43613; Fluo-8 calcium fluorescence; inhibition, % at 5 µM; hit rate 0.43% among 330,000; AID 434989, 2010;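 active = inhibition above its plate's threshold, mean inhibition of all tested compounds on the plate plus 3 SD, cut at about 37% in these data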;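 also: 0% = orexin A challenge wells and 100% = SB-334867-A antagonist wells; not every result past the cut was called active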
# Target sequence (O43613 whole entry, looked up): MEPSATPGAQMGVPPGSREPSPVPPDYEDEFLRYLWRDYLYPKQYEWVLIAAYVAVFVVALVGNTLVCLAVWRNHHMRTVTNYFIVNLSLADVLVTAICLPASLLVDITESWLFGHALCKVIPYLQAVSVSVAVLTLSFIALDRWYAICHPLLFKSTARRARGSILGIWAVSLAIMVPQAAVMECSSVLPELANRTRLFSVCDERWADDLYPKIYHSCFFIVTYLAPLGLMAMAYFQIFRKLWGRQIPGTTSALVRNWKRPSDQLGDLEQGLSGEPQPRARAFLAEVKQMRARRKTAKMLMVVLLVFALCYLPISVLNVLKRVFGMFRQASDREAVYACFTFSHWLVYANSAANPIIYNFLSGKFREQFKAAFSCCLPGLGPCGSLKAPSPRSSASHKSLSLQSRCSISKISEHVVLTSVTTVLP
# OX1R antag-2: antagonists of human orexin 1 receptor (OX1R). Orexin/Hypocretin receptor type 1 (Homo sapiens), O43613. OX1R-expressing cells, FRET antagonist read-out. inhibition, % at 6.6 µM. hit rate 1.8% among 330,000. AID 485270, 2010; in the data active = inhibition mostly above about 38%, no sharp cut-off; inactive = mostly below about 40%;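 also: 0% = agonist challenge alone and 100% = reference antagonist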
# * marks the source's active call; other numbers are inactive results.
OX1R antag-1	OX1R antag-2	Molecule
-74.8	3.2	Cc1ccc(Nc2nc(Cl)nc(NC3CCCCC3)n2)cc1
-20.0	8.1	O=C1Cc2cc(S(=O)(=O)Nc3ccccc3Cl)cc3c2N1CCC3
-25.5	16.6	CCC(Oc1ccccc1)C(=O)Nc1ccc(C)c(S(=O)(=O)N2CCOCC2)c1 (configuration not stated)
-7.9	6.3	O=c1[nH]c2ccccc2cc1-c1nnn(-c2ccc(F)cc2)n1
7.5	16.4	CCc1ccc(NC(=O)Cn2cnc([N+](=O)[O-])c2)cc1
-9.6	17.2	Cc1c(C(=O)Nn2cnnc2)oc2ccccc12
-11.7	2.4	COCCNC(=O)CCc1c(C)nc2c(-c3ccc(F)cc3)c(C)nn2c1C
-12.5	12.5	CCn1c(=NC(=O)c2cccc(N3C(=O)CCC3=O)c2)sc2c(OC)ccc(OC)c21
-7.2	-2.9	O=C(O)Cc1csc2ccccc12
-28.6	11.2	Cc1c(OCC(=O)NCCCn2ccnc2)ccc2c3c(c(=O)oc12)CCCC3
-19.0	7.4	O=C(NC1CCCC1)C(c1c(F)cccc1Cl)N(C(=O)c1csnn1)C1CC1 (configuration not stated)
-2.0	3.9	CC(=O)c1cccc(S(=O)(=O)NCCCN2CCOCC2)c1

# Reformatted: four of the compounds above.
> O=c1[nH]c2ccccc2cc1-c1nnn(-c2ccc(F)cc2)n1
- OX1R antag-1: -7.9
- OX1R antag-2: 6.3
> Cc1c(C(=O)Nn2cnnc2)oc2ccccc12
- OX1R antag-1: -9.6
- OX1R antag-2: 17.2
> O=C1Cc2cc(S(=O)(=O)Nc3ccccc3Cl)cc3c2N1CCC3
- OX1R antag-1: -20.0
- OX1R antag-2: 8.1
> COCCNC(=O)CCc1c(C)nc2c(-c3ccc(F)cc3)c(C)nn2c1C
- OX1R antag-1: -11.7
- OX1R antag-2: 2.4

# Going on with the list.
OX1R antag-1	OX1R antag-2	Molecule
-8.1	7.4	O=C(Nc1ccc2[nH]ncc2c1)c1ccccc1
-14.2	28.8	CC(C)C1Oc2ccccc2N(CC(=O)N(Cc2ccccn2)C2CC2)C1=O (configuration not stated)
-13.1	9.4	CCOC(=O)C1=C(C)OC(N)=C(C#N)C1c1ccc(C)s1 (configuration not stated)
-13.0	17.4	O=C(Nc1cccc(S(=O)(=O)N2CCCC2)c1)c1ccc2c(=O)n3c(nc2c1)CCCCC3
-3.8	13.2	CCOC(=O)c1ccccc1NC(=O)CN1C(=O)NC(C)(CCc2ccccc2)C1=O (configuration not stated)
-3.0	4.9	COc1ccc(C)cc1S(=O)(=O)N(C)CC(=O)N1CCCCC1
-26.0	11.0	Cn1nc(C(F)(F)F)c(C(=O)Nc2cccc(Cl)c2)c1Cl
6.2	2.2	C#CCOCCOCCOCCNc1nc(N2CCN(C(=O)[C@H](CCCN=C(N)N)n3cc(C(N)[C@@H](C)CC)nn3)CC2)nc(N2CCN(C(=O)[C@H](CCCCN)n3cc([C@@H](N)CC(N)=O)nn3)CC2)n1 (some centres not stated)
1.6	1.5	CCOc1cc(/C=N/Nc2nc(N3CCCCC3)nc(N3CCCCC3)n2)ccc1OC(=O)c1ccco1
-1.9	20.3	CCOC(=O)C1=CN(Cc2ccco2)S(=O)(=O)N(C)C1c1ccc2ccccc2c1 (configuration not stated)
21.9	14.0	Cc1cc(OCCCC(=O)Nc2cccc(-n3cnnn3)c2)ccc1Cl
-6.1	12.5	O=C(O)c1cccc(NC(=S)NC(=O)c2ccncc2)c1
-8.7	13.2	Cc1c(S(=O)(=O)NCc2ccccc2)c(=O)n(C)c(=O)n1C
-5.7	17.4	CCS(=O)(=O)N1Cc2ccccc2CC1C(=O)Nc1nccs1 (configuration not stated)
-3.7	54.3	NC1=NC(=O)/C(=C/C=C/c2cccs2)S1
-7.9	16.5	CC1CCCN(C(=O)c2ccc(NS(=O)(=O)c3cccc([N+](=O)[O-])c3)cc2)C1 (configuration not stated)
-25.6	22.6	Cc1c(-c2cccc(Cl)c2)nc2ccccc2c1C(=O)OCC(=O)N(C)C1CCS(=O)(=O)C1 (configuration not stated)
-28.8	6.4	CCC(C)NC(=O)CNC(=O)c1nn(-c2ccc(OC)cc2OC)c(=O)c2ccccc12 (configuration not stated)
-8.4	17.2	COc1ccc(/C=N/NC(=O)C(=O)N2CCCC2)cc1OC
-24.3	30.2	COc1ccc(N(CC(=O)NCC2CCCO2)S(=O)(=O)c2ccc(C)cc2)cc1OC (configuration not stated)
-22.6	11.5	Cc1nn(C)cc1/C=N/NC(=O)C(C)(C)Oc1ccc(Cl)cc1
-33.9	7.5	Cc1ccc(Cl)cc1NC(=O)C1COc2ccccc2O1 (configuration not stated)
-9.5	12.1	CC(C)N(Cc1nccn1C)C(=O)CCc1nnc(CCCc2ccccc2)o1
-13.6	12.4	CCOCCCNC(=O)c1ccccc1Br
-18.5	19.9	COc1ccccc1OCCNC(=O)C1CC(=O)N(c2ccc3c(c2)OCCO3)C1 (configuration not stated)
-13.3	2.2	CCc1ccc(N(CC(=O)NC2CCCCC2)S(=O)(=O)c2c(C)noc2C)cc1
-28.1	-1.5	O=C(c1ccc(C#Cc2ccccc2)o1)N1CCN(c2ccccn2)CC1
-33.9	10.5	COc1cc(OC)cc(C(=O)N[C@H](C(=O)Nc2nc3c(s2)CCCC3)C(C)C)c1
-9.1	4.2	COc1cccc(C(C#N)N2CCOCC2)c1 (configuration not stated)
0.0	-6.0	CC1=CCC2C(=O)N(c3nc(C)cc(C)n3)C(=O)C2C1 (configuration not stated)
-44.4	38.6	COc1cccc(/C=C2\SC(=S)N(CCCC(=O)N3CCCC3)C2=O)c1
-30.9	14.8	CCCCC(NC(C)=O)c1nc2ccccc2n1CCCC (configuration not stated)
-18.2	10.3	CCn1c(SCC(=O)Nc2ccccc2OC)nc(O)cc1=O
8.2	15.8	CCCCOc1ccc(OCCSc2nc3ccccc3n2CC(=O)O)cc1
-18.6	2.4	COc1cccc(C(=O)Nc2ccccc2N2CCN(C(=O)c3ccccc3)CC2)c1
-18.5	-4.2	OC(CN1CCNCC1)Cn1c2ccccc2c2ccccc21 (configuration not stated)
-8.9	5.3	O=C(O)c1csc(Br)c1Br
-18.7	50.7	N#CC(c1ccc(Cl)cc1)c1ccc(Cl)nn1 (configuration not stated)
-13.1	27.6	C=CCc1cc(OC)ccc1OCCN(C)Cc1ccccc1
-19.0	7.1	CCCCC(=O)Nc1cccc(NC(=O)CC)c1
-11.8	4.3	COCCCN1C(=O)N(c2ccccc2)C(=O)C1CC(=O)Nc1ccccc1 (configuration not stated)
-3.3	12.4	COC(=O)c1cc(S(=O)(=O)NCc2ccccc2OC)cn1C
-16.9	14.8	Cc1ccc(C)c(NC(=O)NNS(=O)(=O)c2ccc(C)c(C)c2)c1
12.4	6.0	CN(CC(=O)Nc1ccccc1Cl)C(=O)CSc1nnc(-c2ccco2)o1
-7.9	10.3	Cc1ccc(CN2CCN(Cc3cnc(N4CCOCC4)s3)CC2CCO)o1 (configuration not stated)
-18.2	15.1	O=C(Nc1ccccn1)c1csc2c1CCCC2
-6.7	13.7	Cc1ccc(C)c(-c2nnc(NC(=O)c3ccc([N+](=O)[O-])o3)o2)c1
-10.8	46.1	N#C/C(=C\c1c(N2CCC(C(N)=O)CC2)nc2ccccn2c1=O)C(=O)NCc1ccco1
-13.4	7.2	CCOC(=O)c1[nH]c2cc(OC)c(OC)cc2c1NC(=O)c1nonc1C
-4.8	13.5	O=C(CNS(=O)(=O)c1ccccc1)N1CCN(C(=O)c2ccco2)CC1
-3.3	18.7	O=c1nc(N2CCCCC2)nc2n1CCO2
6.0	12.1	CNc1cc(F)nc(F)n1
-3.2	7.5	CC[C@@H]1C=C(C(=O)O)[C@H](c2ccc(OC)c(OC)c2)N1S(=O)(=O)c1ccc(C)cc1
-1.4	2.9	COc1ccc(-c2c(-c3ccc(OC)cc3O)nc(C)nc2C(F)(F)F)cc1
-12.6	19.5	CCOc1nc(-c2ccccc2O)nc2ccccc12
-9.5	17.7	Cc1ccc(/C=C/C(=O)O)cc1S(=O)(=O)NCCCC(=O)O
-17.1	3.0	COc1cccc(OC)c1NC(=O)Cc1nn(C)c(=O)c2ccccc12
-7.5	-1.6	O=C(Nc1ccccc1Cl)c1ccc2c(c1)N(Cc1ccc(F)cc1)C(=O)CS2=O (configuration not stated)
-32.9	10.4	COc1ccc(C(=O)Nc2cc(OC)c(Cl)cc2Cl)cc1
-13.2	31.2	Cc1cccc(N(Cc2ccccc2F)S(C)(=O)=O)c1

# Of the compounds above, 5 contain a thiophene ring, fused or not.
OX1R antag-1	OX1R antag-2	Molecule
-7.2	-2.9	O=C(O)Cc1csc2ccccc12
-13.1	9.4	CCOC(=O)C1=C(C)OC(N)=C(C#N)C1c1ccc(C)s1 (configuration not stated)
-3.7	54.3	NC1=NC(=O)/C(=C/C=C/c2cccs2)S1
-8.9	5.3	O=C(O)c1csc(Br)c1Br
-18.2	15.1	O=C(Nc1ccccn1)c1csc2c1CCCC2

# The list continues:
OX1R antag-1	OX1R antag-2	Molecule
72.4*	63.1*	O=c1cc(-c2ccsc2)oc2ccc(-c3ccc4cc[nH]c4c3)cc12
-8.7	2.7	COC(=O)c1cccnc1NC(=S)NNC(=O)c1ccncc1
-29.4	19.0	Cc1cccc(C(=O)N2CCC(Cc3ccccc3)CC2)c1[N+](=O)[O-]
-14.0	24.3	CCOC(=O)c1ccc(NC(=O)c2c(N)n(C)c(=O)[nH]c2=O)cc1
-23.0	20.5	Brc1ccc(-c2nnc(-c3ccco3)o2)cc1
-15.4	1.1	CCN(CC)CCNC(=O)c1ccc(NC(=O)C2CCN(S(=O)(=O)c3ccc4c(c3)OCCO4)CC2)cc1
-9.9	26.1	O=S(=O)(c1cc(Cl)ccc1Cl)n1cccn1
-2.8	15.8	CCOC(=O)C(CC(=O)O)N1CCCCC1 (configuration not stated)
-16.3	16.3	CN(C)c1nc(NCc2ccccc2)nc(SCC(=O)Nc2ccccc2Cl)n1
-25.3	1.3	COc1ccccc1CN1CC(C(=O)N2CCN(c3ccc(F)cc3)CC2)CC1=O (configuration not stated)
-3.3	27.6	CCOC(=O)Cn1c(=O)cc(C)c2cccc(C)c21
-8.3	0.5	COCCOC(=O)C1=C(C)NC(=O)NC1c1ccc(Cl)cc1 (configuration not stated)

# Looked up above.
# O=S(=O)(c1cc(Cl)ccc1Cl)n1cccn1 – OX1R antag-2: 26.1
# CCOC(=O)c1ccc(NC(=O)c2c(N)n(C)c(=O)[nH]c2=O)cc1 – OX1R antag-1: -14.0

# Next structures follow:
OX1R antag-1	OX1R antag-2	Molecule
-27.8	11.9	O=C(CNS(=O)(=O)c1ccccc1Br)OCC(=O)N1CCc2ccccc21
-15.0	18.4	O=S(=O)(Nc1ccc(-c2nc3ccccc3o2)cc1)c1ccccc1
3.5	28.5	N#CC1=C(SCc2ccccc2)NC(=O)C(C#N)C12CCCC2 (configuration not stated)
-19.4	6.3	CCOc1ccc(-n2c(SC(C)C)nc3c(c2=O)SCC3)cc1
-5.5	13.9	Cc1ccc2[nH]c3c(=O)n(N)c(=O)[nH]c3c2c1
-15.3	15.3	Cc1ccc(O)c(CP(=O)(c2ccccc2)c2ccccc2)c1
-8.7	14.2	Cc1ccccc1C(=O)Nc1scc(-c2ccc(Br)cc2)c1C(=O)O
-21.9	19.4	Cc1cc(NC(=O)c2cccs2)cc(-c2nc3ncccc3o2)c1O
-1.6	11.1	CC1CN=C(N(C(=O)Nc2ccccc2)C(C)C)S1 (configuration not stated)
-4.2	2.3	COC(=O)C1(C)NCCc2c1[nH]c1ccccc21 (configuration not stated)
-16.4	6.5	O=C(C1CCN(C2CC(=O)N(c3cccc(Cl)c3)C2=O)CC1)N1CCCCCC1 (configuration not stated)
83.9*	-0.8	C=CC[C@@H](CC(=O)N[C@H](CO)Cc1ccccc1)C(=O)N[C@H](COC(=O)[C@@H](CC=C)CC(=O)OC(C)(C)C)Cc1c[nH]c2ccccc12
-11.1	4.2	CCN1CCN(C(=O)c2ccc(CS(=O)(=O)Cc3ccccc3F)o2)CC1
-0.3	19.4	CCNC(=O)NC(=O)COC(=O)CNC(=O)COc1ccccc1
-12.8	34.0	Cc1ccc(Nc2nc(CSc3nnc(-c4ccccc4C)n3C)cs2)cc1
-4.7	8.1	COc1ccc(OS(=O)(=O)c2ccc(N3C(=O)CCC3=O)cc2)cc1
-8.5	20.4	COc1ccc(/C=C/c2nc3sc4c(c3c(=O)o2)CCC4)cc1
-8.5	4.0	O=c1c2cc3c(cc2[nH]c(=S)n1C1CCN(Cc2ccccc2)CC1)OCO3
-18.2	16.0	C=CCNC(=O)c1cccc(NS(=O)(=O)c2ccc(Cl)cc2)c1
-11.5	6.9	CCCCCCCC1CC(CSc2ncn[nH]2)OC1=O (configuration not stated)
9.1	34.2	CC(C)N(C(=O)CS(=O)(=O)c1ccc(Cl)c(Cl)c1)C(C)C
-18.7	17.2	Nc1c(C(=O)O)cnn1-c1ccccc1
-14.3	58.1	Cc1ccc(-c2cc(C(=O)Nc3cccnc3)[nH]n2)c(O)c1C
-14.3	5.8	CCN1CCN(C(=O)c2ccc(COc3cccc(Cl)c3)o2)CC1
-7.2	13.1	O=C(CC1SC(=O)N(Cc2ccccc2)C1=O)Nc1nccs1 (configuration not stated)
-14.8	15.5	COC(=O)c1c(C)[nH]c(C)c1-c1ccccc1
-21.4	13.0	CCc1nc(C)cn1S(=O)(=O)c1cc(OC)c(C)cc1C
12.4	75.8*	Cc1cccc(NC(=S)/N=C(\N)Nc2nc(C)c3ccccc3n2)c1
-22.9	22.0	COC(=O)c1ccc(CN2CCc3ccc(NC(=O)c4ccncc4)cc3C2)cc1
